Screening results as filed in PubChem BioAssay.
HP1b chromo inh – HP1-beta chromodomain-methylated histone interaction inhibition | AlphaScreen HP1-beta / biotin-H3K9me3 peptide binding | hit rate 0.56% among 390,000 | Potency, µM (series often up to 114 µM), without a hit: at the highest dose activity change, negative = inhibition, actives largely listed as inhibitors; note: nearly all actives have a fitted effect of over 70% in size; inactives centre near 23
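HP1-beta protein (50 nM final) preincubated 30 min at room temperature with biotinylated H3(1-18)K9me3 peptide (50 nM) in PBS pH 7.4, 0.01% Tween-20, then compound added for 30 min. AlphaScreen streptavidin donor/nickel chelate acceptor beads (10 ug/mL final), 30 min dark, luminescence read.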
JMJD2A Tudor inh – inhibitors of human JMJD2A Tudor domain; O75164; AlphaScreen JMJD2A-Tudor / H3K4me3 peptide binding; Potency, µM (top dose mostly 114 µM), without a hit: at the top dose activity change, negative = inhibition, hits mostly inhibitors; hit rate 4.4% among 390,000; AID 504339; note: % is set by controls: 0 for no effect and ±100 for the full control effect; nearly all actives have a fitted effect of over 50% in size
BLM inh – Bloom syndrome helicase (human) inhibition; P54132; recombinant BLM DNA unwinding, fluorescence dequenching; Potency, µM (series often up to 56.1 µM), for inactives: at the highest dose activity change, negative = inhibition, usual class: inhibitors; hit rate 0.2% among 350,000; AID 2528;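 note: plate controls were vehicle for no effect and no enzyme for full effect; nearly all actives have a fitted effect of over 35% in size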
PGK inhibitor – blocks T. brucei phosphoglycerate kinase | P07378 | PGK/GAPDH coupled, Kinase-Glo luminescence, 60 min | Potency, µM (titrated, usually from 57.5 µM), inactives show top-dose activity change, negative = inhibition, actives largely listed as inhibitors | hit rate 0.043% among 380,000; note: % is set by controls: 0 for no effect and ±100 for the full control effect; nearly all actives have a fitted effect of over 60% in size
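Recombinant glycosomal PGK reaction used 1,3-bisphosphoglycerate generated in-well by GAPDH (100nM final) in 100mM TEA pH 7.6, 5mM MgCl2, 0.01% Tween-20. After 60 minutes at room temperature, ATP was read by Kinase-Glo Plus luminescence end-point.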
G9a block – inhibitors of human histone lysine methyltransferase G9a | Q96KQ7 | G9a H3K9 monomethylation, AlphaScreen, 2 h | Potency, µM (top dose mostly 102 µM), inactives show at the highest dose activity, negative = inhibition, usual class: inhibitors | hit rate 8.8% among 350,000 | AID 504332; note: % is set by controls: 0 for no effect and ±100 for the full control effect; nearly all actives have a fitted effect of over 75% in size
Target sequence (Q96KQ7 913-1193 limits assumed): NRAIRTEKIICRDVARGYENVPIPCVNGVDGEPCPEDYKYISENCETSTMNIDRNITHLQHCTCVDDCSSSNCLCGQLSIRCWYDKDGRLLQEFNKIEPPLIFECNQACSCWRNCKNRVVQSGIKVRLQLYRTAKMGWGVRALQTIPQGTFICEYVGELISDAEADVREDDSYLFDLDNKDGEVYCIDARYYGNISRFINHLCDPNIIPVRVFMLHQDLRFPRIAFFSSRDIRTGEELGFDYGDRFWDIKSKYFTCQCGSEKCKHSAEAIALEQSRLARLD
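Chemiluminescent proximity detection of H3K9 monomethylation, read after 10 min bead incubation in the dark. Reaction: 20 nM G9a, 500 nM biotin-H3K9 peptide, 20 uM SAM cofactor, 2 h, room temperature, following 15 min enzyme-compound preincubation.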
POLI inh – DNA polymerase iota (human) inhibition. Q9UNA4. Pol iota fluorescent replication assay, 10 min. Potency, µM (series often up to 115 µM), without a hit: top-dose activity, negative = inhibition, actives largely listed as inhibitors. hit rate 1% among 390,000
Target sequence (Q9UNA4 whole entry, looked up): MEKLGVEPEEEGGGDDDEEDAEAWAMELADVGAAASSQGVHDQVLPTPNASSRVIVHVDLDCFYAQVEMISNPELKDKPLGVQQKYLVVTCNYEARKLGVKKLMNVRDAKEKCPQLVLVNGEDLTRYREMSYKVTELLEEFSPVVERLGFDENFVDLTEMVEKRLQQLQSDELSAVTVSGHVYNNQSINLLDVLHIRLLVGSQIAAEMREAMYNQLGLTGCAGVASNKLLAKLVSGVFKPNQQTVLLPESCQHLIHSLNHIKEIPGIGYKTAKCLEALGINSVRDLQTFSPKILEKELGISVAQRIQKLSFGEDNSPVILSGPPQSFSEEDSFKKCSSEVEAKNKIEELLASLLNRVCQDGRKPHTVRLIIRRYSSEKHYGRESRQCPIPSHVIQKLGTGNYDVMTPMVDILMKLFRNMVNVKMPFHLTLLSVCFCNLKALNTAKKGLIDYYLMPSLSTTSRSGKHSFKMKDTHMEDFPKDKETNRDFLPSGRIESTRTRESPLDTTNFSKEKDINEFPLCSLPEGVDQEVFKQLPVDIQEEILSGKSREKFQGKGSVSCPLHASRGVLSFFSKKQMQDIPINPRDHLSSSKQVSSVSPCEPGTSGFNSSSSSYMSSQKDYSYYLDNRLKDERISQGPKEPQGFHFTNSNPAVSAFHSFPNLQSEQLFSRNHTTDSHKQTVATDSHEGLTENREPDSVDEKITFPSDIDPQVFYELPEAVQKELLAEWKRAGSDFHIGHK
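Pol iota at 10 nM preincubated 15 min with compounds at room temperature; reaction started with fluorescent substrate, 50 nM final. Fluorescence read kinetically at 0 and 10 min; buffer-only wells as negative control.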
Pin1 inhibitor – human Pin1 inhibition; Q13526; Pin1 FP peptide displacement, HiFluor488, 10 min; Potency, µM (titrated, usually from 115 µM), for the others: top-dose activity, negative = inhibition, actives largely listed as inhibitors; hit rate 0.009% among 390,000; AID 504891; active = well fitted inhibition curve with a large enough effect in the polarisation, with a control signal flat, not every such curve was filed as active; inconclusive = small, poorly fitted or top-dose-only effect, or effect the other way, or a change in a side signal; inactive = no such curve, though single readings can be large or run the other way; the % refers to the polarisation; note: % is set by controls: 0 for no effect and ±100 for the full control effect
BAZ2B block – inhibitors of human BAZ2B bromodomain | hit rate 4.4% among 360,000 | Q9UIF8 | Potency, µM (highest dose often 114 µM), without a hit: at the top dose activity change, negative = inhibition, usual class: inhibitors | AlphaScreen BAZ2B-H3K14Ac peptide displacement | AID 504333; note: % is set by controls: 0 for no effect and ±100 for the full control effect; nearly all actives have a fitted effect of over 60% in size
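In this displacement format the biotinylated H3(5-23) peptide acetylated at Lys14 serves as ligand at 50 nM, with BAZ2B at 50 nM in PBS pH 7.4 containing 0.01% Tween-20. Donor and acceptor beads are 10 ug/mL final.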
GLS inh – blocks human kidney-isoform glutaminase activity | O94925 | GLS enzymatic activity, qHTS titration | Potency, µM (titrated, usually from 45.5 µM), for inactives: at the top dose activity change, negative = inhibition, hits mostly inhibitors | hit rate 0.21% among 410,000 | AID 624170; note: % is set by controls: 0 for no effect and ±100 for the full control effect
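hKGA; 45 mM KH2PO4 pH 8.2 + 0.02% Tween-20; cpd via pin tool; 1 mM Gln soln; GluOx/HRP/Amplex Red; RT 30 min; fluor. t0 & final.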
The depositor's hits bear a star; [ ] = another dose, or the depositor's remark. Unless noted, calls come from the whole dose curve; as a rule, active = well fitted curve in the direction sought with a large enough effect; inconclusive = small, poorly fitted or top-dose-only effect, or another doubt; inactive = no such curve, though single readings can be large; an effect the other way counts as inactive or inconclusive. Potency is the fitted concentration of half-maximal effect. Not all compounds are listed. The share of hits here may be higher or lower than overall.

For CC(C)(C)OC(=O)N[C@@H](C(=O)OC(C)(C)C)c1ccccc1 the results were HP1b chromo inh 48%[activator], JMJD2A Tudor inh 1%, PGK inhibitor -3%, G9a block -5%[0.501 µM], POLI inh 0%, Pin1 inhibitor -9%, BAZ2B block -6% and GLS inh 1%.
`COc1ccc(C(=O)N2CC3(CC(c4ccc(Cl)cc4)=NO3)C[C@H]2C(=O)NCC(N)=O)cc1` (stereo not given in full) gave HP1b chromo inh 45%[activator], JMJD2A Tudor inh -6%, BLM inh 0%, PGK inhibitor 0%, G9a block 37%[12.7 µM], POLI inh 30%, Pin1 inhibitor -1%, BAZ2B block -4% and GLS inh -2%.
For Cn1nnnc1SCc1cc(=O)[nH]c2ccccc12 the results were HP1b chromo inh 50%[activator], JMJD2A Tudor inh 10%[11.4 µM], BLM inh 0%, PGK inhibitor 5%, G9a block 13%[59 µM], POLI inh 2%, Pin1 inhibitor 9%, BAZ2B block 3% and GLS inh -6%.
CC[n+]1cccc(-c2nc3ccccc3s2)c1 was read as HP1b chromo inh -12%, JMJD2A Tudor inh -13%, BLM inh -5%, PGK inhibitor -5%, G9a block inconclusive, POLI inh 20%, Pin1 inhibitor -9%, BAZ2B block -12% and GLS inh 11%.
`CCn1c(=O)cc(SCC(=O)NCc2ccc(Cl)cc2)c2ccccc21` gave HP1b chromo inh 28%, JMJD2A Tudor inh -3%, BLM inh 3%, PGK inhibitor inactive, G9a block -3%[59 µM], POLI inh 5%, Pin1 inhibitor 5%, BAZ2B block 7% and GLS inh -10%.
CCC(C)C(=O)Nc1nnc(SCC(=O)Nc2ccccc2F)s1 (stereo not given) was read as HP1b chromo inh 16%, JMJD2A Tudor inh 5%, BLM inh -4%, PGK inhibitor 0%, G9a block -6%[59 µM], POLI inh 9%, Pin1 inhibitor -1%, BAZ2B block -24% and GLS inh -2%.
`S=C(NCc1ccc(Cl)cc1Cl)Nc1ccccc1` gave HP1b chromo inh 30%, JMJD2A Tudor inh 6%, BLM inh -4%, PGK inhibitor -10%, G9a block 14%[59 µM], POLI inh 24%, Pin1 inhibitor -1%, BAZ2B block 10% and GLS inh -1%.
Screening Cc1nc(SCC(=O)N(C)C2CCS(=O)(=O)C2)c(C#N)c(C)c1C (stereo not given) returned HP1b chromo inh 27%, JMJD2A Tudor inh -8%, PGK inhibitor 9%, G9a block -13%[2.33 µM], POLI inh 9%, Pin1 inhibitor -11%, BAZ2B block 8% and GLS inh 8%.
For CSc1nsc(/C=C/Nc2ccc(C(=O)O)cc2)c1C#N the results were HP1b chromo inh inconclusive, JMJD2A Tudor inh inconclusive, BLM inh 28µM*, PGK inhibitor -15%, G9a block 13µM*, POLI inh 56%[activator], Pin1 inhibitor 41%[activator], BAZ2B block 40µM* and GLS inh -21%.
Screening CCN(CC)S(=O)(=O)c1cccc(C(=O)Nc2cc(C)cc(C)c2)c1 returned HP1b chromo inh -1%, JMJD2A Tudor inh -14%[11.4 µM], BLM inh -10%, PGK inhibitor -5%, G9a block 29%[59 µM], POLI inh 0%, Pin1 inhibitor inconclusive, BAZ2B block 14% and GLS inh -25%.
For c1nc(NCc2ccc3c(c2)OCO3)c2cc(-c3ccc4c(c3)OCCO4)ccc2n1 the results were HP1b chromo inh -10%, JMJD2A Tudor inh inconclusive, PGK inhibitor -1%, G9a block 5%[12.7 µM], POLI inh 6%, Pin1 inhibitor 8%, BAZ2B block -38% and GLS inh 6%.
Screening CC(C)CCN1C(=O)c2ccccc2C1C(=O)NCc1cccnc1 (stereo not given) returned HP1b chromo inh 40%[activator], JMJD2A Tudor inh 0%, BLM inh 1%, PGK inhibitor 4%, G9a block -4%, POLI inh 16%, Pin1 inhibitor -9%, BAZ2B block 9% and GLS inh 9%.
`Cc1ccc(NC(=S)NCCc2ccc(Cl)cc2)c(C)c1` gave HP1b chromo inh 26%, JMJD2A Tudor inh -19%, BLM inh -7%, PGK inhibitor inactive, G9a block 35%, POLI inh 150%[activator], Pin1 inhibitor 0%, BAZ2B block 79µM* and GLS inh -23%.
CC(C)NC(=O)CSc1nc2ccccc2n1CC(=O)N(C(C)C)C(C)C was read as HP1b chromo inh 49%[activator], JMJD2A Tudor inh -6%, BLM inh 0%, PGK inhibitor -3%, G9a block 1%[59 µM], POLI inh 18%, Pin1 inhibitor 3%, BAZ2B block -7% and GLS inh 0%.
`Cc1ccccc1NC(=O)CSc1nnc2ccc(-c3ccncc3)nn12` gave HP1b chromo inh 45%[activator], JMJD2A Tudor inh 9%, PGK inhibitor 4%, G9a block 17%[2.33 µM], POLI inh 11%, Pin1 inhibitor -8%, BAZ2B block 6% and GLS inh -5%.
Screening COc1ccccc1NC(=O)CCn1nc(-c2ccccc2)c2ccccc2c1=O returned HP1b chromo inh 31%, JMJD2A Tudor inh -12%, BLM inh -11%, G9a block -40%[59 µM], POLI inh inconclusive, Pin1 inhibitor inconclusive, BAZ2B block 0% and GLS inh 8%.
Cc1cc(C(=O)C(=O)NC(C)C)c(C)n1-c1ccc([N+](=O)[O-])cc1 was read as HP1b chromo inh 29%, JMJD2A Tudor inh -13%, BLM inh 3%, PGK inhibitor inactive, G9a block 9%, POLI inh -25%, Pin1 inhibitor -3%, BAZ2B block -16% and GLS inh -10%.
For COc1ccc(CCn2c(=O)c3cccnc3n(CC(=O)Nc3c(C)cc(C)cc3C)c2=O)cc1OC the results were HP1b chromo inh 41%[activator], JMJD2A Tudor inh -8%, BLM inh -5%, PGK inhibitor 2%, G9a block 4%[59 µM], POLI inh 6%, Pin1 inhibitor 1%, BAZ2B block -1% and GLS inh -11%.
Screening CCN1c2ccccc2-n2cccc2C12CCN(C(=O)Nc1ccccc1C(F)(F)F)CC2 returned HP1b chromo inh 18%[57 µM], JMJD2A Tudor inh -21%, BLM inh -3%, PGK inhibitor inactive, G9a block 28%[59 µM], POLI inh -5%, Pin1 inhibitor -4%, BAZ2B block -15% and GLS inh inconclusive.
CC(=O)c1cccc(NC(=O)CCCN(C)S(=O)(=O)c2ccc(F)cc2)c1 was read as HP1b chromo inh 6%, JMJD2A Tudor inh -14%, BLM inh -2%, PGK inhibitor -2%, G9a block -23%, POLI inh 20%, Pin1 inhibitor 2%, BAZ2B block 4% and GLS inh 12%.
`O=C(c1cccc(C(F)(F)F)c1)C1CCCN(C(=O)CCCN2CCCC2=O)C1` (stereo not given) gave HP1b chromo inh 34%, JMJD2A Tudor inh -13%, BLM inh -3%, PGK inhibitor 0%, G9a block 1%, POLI inh 27%, Pin1 inhibitor -3%, BAZ2B block -1% and GLS inh 1%.
Screening CC(=O)Nc1ccc(S(=O)(=O)N2CCC(C(=O)NC3CCCC3)CC2)cc1 returned HP1b chromo inh 31%[activator], JMJD2A Tudor inh -10%, BLM inh -2%, PGK inhibitor -8%, G9a block 41%[59 µM], POLI inh 75%[activator], Pin1 inhibitor -1%, BAZ2B block 1% and GLS inh 3%.
Screening CCOc1ccc(N(Cc2cc3ccc(C)cc3[nH]c2=O)S(C)(=O)=O)cc1 returned HP1b chromo inh 33%, JMJD2A Tudor inh -9%, BLM inh 0%, PGK inhibitor 6%, G9a block 46%[12.7 µM], POLI inh -5%[58.9 µM], Pin1 inhibitor 1%, BAZ2B block 5% and GLS inh -1%.
O=C(COc1cccc2cccnc12)N/N=C1\SCC(=O)N1Cc1ccccc1 was read as HP1b chromo inh 29%, JMJD2A Tudor inh -5%, BLM inh -24%, PGK inhibitor 9%, G9a block -1%, POLI inh 25%, Pin1 inhibitor -8%, BAZ2B block -7% and GLS inh 0%.

Arranged by count of non-hydrogen atoms (ascending): some entries from above.
`Cc1ccc(NC(=S)NCCc2ccc(Cl)cc2)c(C)c1` gave HP1b chromo inh 26%, JMJD2A Tudor inh -19%, BLM inh -7%, PGK inhibitor inactive, G9a block 35%, POLI inh 150%[activator], Pin1 inhibitor 0%, BAZ2B block 79µM* and GLS inh -23%.
Cc1cc(C(=O)C(=O)NC(C)C)c(C)n1-c1ccc([N+](=O)[O-])cc1 was read as HP1b chromo inh 29%, JMJD2A Tudor inh -13%, BLM inh 3%, PGK inhibitor inactive, G9a block 9%, POLI inh -25%, Pin1 inhibitor -3%, BAZ2B block -16% and GLS inh -10%.
`Cc1ccccc1NC(=O)CSc1nnc2ccc(-c3ccncc3)nn12` gave HP1b chromo inh 45%[activator], JMJD2A Tudor inh 9%, PGK inhibitor 4%, G9a block 17%[2.33 µM], POLI inh 11%, Pin1 inhibitor -8%, BAZ2B block 6% and GLS inh -5%.

Further results.
`O=C(CSc1cc(Cl)ccc1Cl)NCCCn1ccnc1` gave HP1b chromo inh 20%, JMJD2A Tudor inh -8%, BLM inh -5%, PGK inhibitor -1%, G9a block -2%, POLI inh 51%[activator], Pin1 inhibitor 32%[activator], BAZ2B block -23% and GLS inh -2%.
For C=CCn1c(SCC(=C)C)nc2c1c(=O)[nH]c(=O)n2C the results were HP1b chromo inh 9%, JMJD2A Tudor inh -18%, BLM inh 2%, PGK inhibitor inactive, G9a block 34%[12.7 µM], POLI inh 26%, Pin1 inhibitor 3%, BAZ2B block 7% and GLS inh -3%.
`CCOC(=O)Cc1csc(SC(C)C(=O)Nc2ccc(NC(C)=O)cc2)n1` (stereo not given) gave HP1b chromo inh 26%, JMJD2A Tudor inh -1%, BLM inh -1%, PGK inhibitor 2%, G9a block -4%[12.7 µM], POLI inh 2%, Pin1 inhibitor -1%, BAZ2B block 4% and GLS inh -1%.
Screening O=C(CCc1ccncc1)NC1CCCc2c1cnn2-c1ccc(F)cc1F (stereo not given) returned HP1b chromo inh 36%, JMJD2A Tudor inh -6%, BLM inh 0%, PGK inhibitor -5%, G9a block 15%, POLI inh 24%, Pin1 inhibitor 2%, BAZ2B block -15% and GLS inh -3%.
`CC(=O)Nc1ccc(SCC(=O)Nc2ccc3c(c2)OCCO3)cc1` gave HP1b chromo inh 5%, JMJD2A Tudor inh -19%, PGK inhibitor inactive, POLI inh inconclusive, Pin1 inhibitor 0% and GLS inh -13%.
